BH1578 lux ind – inducers of Vibrio cholerae quorum light production without autoinducers | 0.16% of 350,000 active | V. cholerae BH1578 lux reporter, luminescence, 6 h | activation, % at 18.7 µM; in the data active = activation mostly above about 9.7%, no sharp cut-off; note: not every result past the cut was called active; inactives centre near 0; reference of the scale not given here
DUSP3 inh – blocks human VHR1 dual specificity phosphatase; recombinant VHR phosphatase, pNPP absorbance; inhibition, % at 13.3 µM; 0.52% of 290,000 active; AID 1654; in the data active = inhibition above about 50%; note: some compounds called inactive have numbers as strong as hits
Target sequence (P51452 whole entry, looked up): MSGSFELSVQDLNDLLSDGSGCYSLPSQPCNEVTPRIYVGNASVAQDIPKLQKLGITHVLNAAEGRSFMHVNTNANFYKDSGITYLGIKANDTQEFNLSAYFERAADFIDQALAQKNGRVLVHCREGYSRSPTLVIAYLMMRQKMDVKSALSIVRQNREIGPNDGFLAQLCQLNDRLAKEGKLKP
Rv3671c protease – inhibits the M. tuberculosis serine protease Rv3671c | P9WHR9 | inhibition, % at 5.96 µM | 0.048% of 320,000 active | AID 2606; in the data active = inhibition above about 38%;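 note: extracellular domain of Rv3671c used as enzyme; 0% = enzyme with DMSO and 100% = no enzyme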
Target sequence (P9WHR9 whole entry, looked up, the tested form may be a part): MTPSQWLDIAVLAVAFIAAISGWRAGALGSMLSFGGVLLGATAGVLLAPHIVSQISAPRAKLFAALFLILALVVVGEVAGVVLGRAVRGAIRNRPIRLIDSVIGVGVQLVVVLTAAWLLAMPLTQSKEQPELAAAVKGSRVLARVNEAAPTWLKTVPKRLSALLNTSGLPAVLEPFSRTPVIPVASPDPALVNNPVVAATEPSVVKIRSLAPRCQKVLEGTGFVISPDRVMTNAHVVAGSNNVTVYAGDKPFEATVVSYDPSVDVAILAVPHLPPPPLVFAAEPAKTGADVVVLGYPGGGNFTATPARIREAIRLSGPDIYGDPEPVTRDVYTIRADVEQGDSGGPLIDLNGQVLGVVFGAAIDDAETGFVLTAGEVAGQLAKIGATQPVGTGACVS
TcdB GH inh – blocks C. difficile toxin B glycohydrolase activity; P18177; TcdB glycohydrolase enzymatic assay, plate reader; inhibition, % at 9.99 µM; 0.24% of 350,000 active; AID 652162; in the data active = inhibition above about 10%
Yp Topo-I inh – blocks Yersinia pestis topoisomerase I activity; activity, % at 10 µM; Y. pestis Topo-I cleavage product accumulation, plate reader; 0.064% of 360,000 active; in the data active = activity above about 50%, passing the limit was not always enough; note: inactives centre near 2
3CLpro inhibitor – SARS-CoV 3CLpro protease inhibition; AID 1706; P0C6X7; inhibition, % at 6 µM; recombinant SARS-CoV 3CLpro, quenched FRET peptide cleavage; 0.14% of 290,000 active; in the data active = inhibition above about 12%
PfHsp40 rescue – rescue of PfHsp40-mediated yeast toxicity; S. cerevisiae expressing PfHsp40, growth rescue, ATP luminescence; 0.68% of 340,000 active; AID 504582; growth rescue, % at 12.5 µM; in the data active = growth rescue above about 28%, passing the limit was not always enough;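 note: yeast W303a lacking pdr1 and pdr3 grown in galactose medium; growth measured after three days at 30 °C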
Anthrax LF inh2 – anthrax lethal factor protease inhibition; AID 588501; 0.12% of 360,000 active; inhibition, % at 10 µM; P15917; multiplex microsphere protease cleavage assay, LF; in the data active = inhibition above about 30%; note: plate controls were buffer without enzyme for full effect and enzyme alone for no effect
PriA SSB inh – blocks PriA binding to SSB C-terminal tail | AlphaScreen SSBct-PriA binding, biotinylated peptide | 0.6% of 430,000 active | inhibition, % at 33 µM; in the data active = inhibition mostly above about 37%, no sharp cut-off; inactive = mostly below about 20%;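 note: plate controls were negative control peptide for no effect and reference peptide for full effect; strong numbers were not always called active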
MazF activator – MazEF (E. coli) toxin RNase activation; P0AE70; FAM/BHQ RNA-DNA oligo cleavage fluorescence, 5 h; activation, % at 20 µM; 0.32% of 350,000 active; AID 504720; in the data active = activation above about 50%
Target sequence (P0AE70 whole entry, looked up): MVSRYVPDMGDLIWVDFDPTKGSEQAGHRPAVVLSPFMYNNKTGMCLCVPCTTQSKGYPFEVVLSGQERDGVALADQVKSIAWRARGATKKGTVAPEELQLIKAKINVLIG
* = called active by the depositor; i = inactive; . = not tested or not shown; & = joins results of further samples.

SMILES	BH1578 lux ind	DUSP3 inh	Rv3671c protease	TcdB GH inh	Yp Topo-I inh	3CLpro inhibitor	PfHsp40 rescue	Anthrax LF inh2	PriA SSB inh	MazF activator
N#Cc1ccccc1COC(=O)c1cc(=O)c2ccccc2o1	i	39	0	-1.6	3	6	1.0	0	-6	10
NC(=O)CC(NC(=O)Cc1cccc2ccccc12)c1ccc(NCCOc2ccccc2)c([N+](=O)[O-])c1 (stereo unspecified)	-2.1	-1	-81	1.2	11	.	-1.2	-3	-11	2
C/C(N)=C(/C#N)C(=O)COC(=O)CSc1ccccc1	-4.0	14	-3	.	-8	-6	-0.4	-1	-2	-2
O=C(O)CSC1CC(=O)N(c2ccc(Cl)c(Cl)c2)C1=O (stereo unspecified)	3.6	-12	-3	.	-8	8	2.0	0	-17	5
O=C(CNS(=O)(=O)c1ccc(Cl)cc1)N/N=C/c1ccco1	i	2	9	2.1	-5	3	0.7	-4	.	0
Cc1cccnc1NC(=O)COc1ccc2c(c1)CCC2	1.7	.	3	4.0	12	.	-0.2	-1	0	3
O=C(CCN1C(=O)[C@H]2CC=CC[C@H]2C1=O)NCc1nc(-c2ccc(Cl)cc2)no1	2.2	4	-5	0.5	12	2	-0.3	4	5	5
O=C(COc1cccc(Br)c1)N/N=C/C(=O)c1ccccc1	-0.3	12	-2	-1.2	1	-1	-0.1	-8	.	2
OCC(CBr)(CBr)CBr	-0.3	.	-3	0.9	3	.	-1.4	2	-5	-6
CCCCCCN1C[C@H](O)[C@@H](n2cc(-c3ccc(F)cc3)nn2)C[C@@H]1c1ccc(C)cc1	0.6	.	.	0.6	23	.	.	3	.	-3

Whole records from above. Order of screens: BH1578 lux ind	DUSP3 inh	Rv3671c protease	TcdB GH inh	Yp Topo-I inh	3CLpro inhibitor	PfHsp40 rescue	Anthrax LF inh2	PriA SSB inh	MazF activator
O=C(O)CSC1CC(=O)N(c2ccc(Cl)c(Cl)c2)C1=O (stereo unspecified) in the list: 3.6	-12	-3	.	-8	8	2.0	0	-17	5
O=C(CCN1C(=O)[C@H]2CC=CC[C@H]2C1=O)NCc1nc(-c2ccc(Cl)cc2)no1 in the list: 2.2	4	-5	0.5	12	2	-0.3	4	5	5
CCCCCCN1C[C@H](O)[C@@H](n2cc(-c3ccc(F)cc3)nn2)C[C@@H]1c1ccc(C)cc1 in the list: 0.6	.	.	0.6	23	.	.	3	.	-3

New compounds follow.
SMILES	BH1578 lux ind	DUSP3 inh	Rv3671c protease	TcdB GH inh	Yp Topo-I inh	3CLpro inhibitor	PfHsp40 rescue	Anthrax LF inh2	PriA SSB inh	MazF activator
CCCn1c(N)c(C(=O)CN2CCN(S(=O)(=O)c3cccc(Cl)c3)CC2)c(=O)[nH]c1=O	i	.	11	1.1	-4	.	-0.7	-4	-2	1
Cc1ccc(C(C(=O)NCC2CCCO2)N(Cc2ccccc2)C(=O)c2ccc(-c3ccccc3)[nH]2)o1 (stereo unspecified)	-0.2	13	-11	.	34	6	21	-2	19	-13
CC1(c2ccccc2)NC(=O)N(CC(=O)Nc2cc(S(=O)(=O)N3CCOCC3)ccc2Cl)C1=O (stereo unspecified)	i	40	6	0.4	-8	-1	0.0	-2	-5	4
Cc1nc2ccccc2cc1C(=O)N(C)Cc1ccccc1	-0.3	7	5	-0.2	7	3	0.4	-1	-2	8
O=C1CN(S(=O)(=O)c2cc(Br)ccc2Br)CCN1	i	.	0	0.8	0	.	-1.0	-5	8	1
O=C(Nc1ccc(F)c(Cl)c1)C1CCCCC1	-4.0	.	4	2.0	0	.	1.8	6	3	3
O=C(Nc1ccccc1)N1N=CCC1c1ccccc1 (stereo unspecified)	-0.3	11	.	-1.3	-6	3	1.2	4	-13	11
CCOC(=O)C1CCCN(C(=O)c2ccc3nc(-c4cccc(OC)c4)oc3c2)C1 (stereo unspecified)	-0.6	31	-4	-0.1	42	3	-1.8	-2	-16	0
Cc1cc(C)n(C(C)CC(=O)N2CCc3ccccc32)n1 (stereo unspecified)	-2.6	3	-2	2.6	-8	2	-1.0	2	2	-3
O=S(=O)(Nc1nc2c(s1)CCCC2)c1ccc(F)cc1	-0.3	-10	-4	1.6	-3	-2	0.6	0	4	-1

Entries from the list above that contain a cyano group (two):
SMILES	BH1578 lux ind	DUSP3 inh	Rv3671c protease	TcdB GH inh	Yp Topo-I inh	3CLpro inhibitor	PfHsp40 rescue	Anthrax LF inh2	PriA SSB inh	MazF activator
N#Cc1ccccc1COC(=O)c1cc(=O)c2ccccc2o1	i	39	0	-1.6	3	6	1.0	0	-6	10
C/C(N)=C(/C#N)C(=O)COC(=O)CSc1ccccc1	-4.0	14	-3	.	-8	-6	-0.4	-1	-2	-2

The listing continues.
SMILES	BH1578 lux ind	DUSP3 inh	Rv3671c protease	TcdB GH inh	Yp Topo-I inh	3CLpro inhibitor	PfHsp40 rescue	Anthrax LF inh2	PriA SSB inh	MazF activator
CCc1ccccc1N(CC(=O)NC1CCCCC1)C(=O)CCC(=O)Nc1ccccn1	-0.4	39	4	0.8	24	7	0.4	-1	0	-4
CC(/C=N/NC(=O)c1cc(-c2ccc(C)o2)[nH]n1)=C\c1ccccc1	-0.3	3	-32	1.2	7	1	-2.1	2	.	12
CNc1cc(N2CCN(S(=O)(=O)N(C)C)CC2)ccc1[N+](=O)[O-]	-0.1	30	4	1.4	-6	2	-0.2	8	7	-24
CC(C)(CNC(=O)Cc1ccc(Cl)cc1Cl)N1CCOCC1	-0.2	12	15	1.3	5	-3	-0.8	-7	-5	11
Cc1nn(Cc2cccc(Oc3ccccc3)c2)c(C)c1NC(=O)NC12CC3CC(CC(C3)C1)C2	-0.2	34	-4	.	11	-2	0.0	0	-13	-6
CCOC(=O)c1c(-c2ccc(-c3ccccc3)cc2)csc1NC(=O)CNCCN(C)C	0.6	14	-6	2.9	-11	-7	6.2	-8	24	-33
COc1ccc(-c2cc(-c3ccc(Cl)cc3)c(C#N)c(SCC(=O)O)n2)cc1	-0.8	-16	-39	0.3	4	-2	0.7	2	-9	6
CCN(C(=O)c1cc2ccccc2oc1=O)c1ccccc1	5.6	24	-7	.	-9	8	0.2	8	-1	0
Cc1nc2ccccc2c2oc(C(=O)N3CCc4ccccc4C3)cc12	-0.4	36	-33	-0.5	23	-4	1.8	-2	5	6
O=C(CCc1cn2ccccc2n1)NC1CCCc2c1cnn2-c1ccccc1F (stereo unspecified)	-2.6	50*	0	0.1	2	-5	0.8	-1	-7	4
Cc1ccc(F)c(S(=O)(=O)NC(=O)C2(C)CCN2C(=O)Cc2ccsc2)c1 (stereo unspecified)	-0.2	.	.	-0.7	-1	.	.	3	.	.
Oc1ccccc1/C=N/NC(=S)NCCc1ccccc1	-0.1	17	.	0.7	3	3	0.9	-1	.	15
O=c1c([N+](=O)[O-])cccn1Cc1cccc(Cl)c1	16	18	2	0.1	-3	0	-0.4	0	-2	0
CCOc1ccc(Nc2nc(N)nc(CN3CCN(c4ccccc4F)CC3)n2)cc1	i	18	7	2.5	-3	3	-1.2	0	2	3
C/C(=C\C(=O)c1ccccc1)Nc1ccc(Br)c(Cl)c1	i	.	8	0.4	-2	.	-0.3	-4	.	6
O=[N+]([O-])/C=C\c1ccc(N2CCCC2)c(F)c1	-0.8	22	.	.	-2	0	-0.8	32*	-3	-7
Cc1cc(S(=O)(=O)NC2CCCCC2)ccc1OCC(=O)NCc1ccccn1	-1.0	5	4	.	-3	-2	0.6	2	-4	-13
CCn1c(C(C)NC(=O)c2ccccc2C)n[nH]c1=S (stereo unspecified)	-0.4	14	9	-0.8	1	-2	1.3	1	-8	-5
CC(C)CCOc1ccc(C2(C)NC(=O)N(CN3CCOCC3)C2=O)cc1 (stereo unspecified)	-0.2	50	-7	.	-7	-3	-0.8	1	4	8
CCOC(=O)C1=C(C)Nc2nnnn2C1c1ccc(OC)c(Br)c1 (stereo unspecified)	-0.1	25	-1	12*	1	4	0.1	-7	-2	-4
COc1ccc(-c2nc(=S)[nH][nH]2)cc1OC	i	17	0	8.6	3	1	0.0	2	6	4
O=C1CC(N2CCC(c3nc4ccccc4s3)CC2)C(=O)N1Cc1ccccc1 (stereo unspecified)	i	20	3	.	5	-1	0.1	-5	-1	-6
CCCCN(CC)CCCNC(=O)c1cc2c(-c3ccc(OC)c(OC)c3)nn(C)c2s1	i	27	2	2.8	-13	-13	0.3	5	15	20
O=S(=O)(NCCc1csc(-c2cccnc2)n1)c1ccc(Cl)s1	i	29	-2	-0.5	-2	0	4.0	-6	7&7	3
COc1cc(NC(=O)CCn2c(=O)oc3ccccc32)cc(OC)c1OC	-0.4	17	-3	1.5	4	-1	4.1	-4	-12	2
CC(C)(C)NC(=O)CN1C(=O)c2cccc3cccc1c23	i	.	.	0.8	2	.	.	1	.	4
CCNS(=O)(=O)c1ccc(NC(=O)Nc2cc(C)ccc2OC)cc1	-0.7	-7	-3	0.6	-3	2	-0.8	-2	10	4
COc1ccc(S(=O)(=O)N2CCSC2c2ccc(N)cc2)cc1 (stereo unspecified)	12	22	5	.	6	-3	2.6	-2	11	-2
CS(=O)(=O)N(CCC#N)Cc1ccco1	-1.0	8	-4	-0.4	5	3	0.1	2	-16	12
CCC1CCCCN1C(=O)c1sc2ncnc(N(CC)CC)c2c1C (stereo unspecified)	-0.3	23	-6	-12	7	-3	-0.4	0	-3	3
CN(C)S(=O)(=O)c1ccc(N2CCN(S(=O)(=O)c3ccc(F)cc3)CC2)c(Cl)c1	i	10	-4	.	28	5	6.9	-8	-8	1
c1cc(-c2cc3nc(NCC4CC4)ccn3n2)ccc1OCCN1CCOCC1	0.6	.	.	0.4	9	.	.	-1	.	.
CCn1c(SCC(=O)N2CCCC2)nc2ccccc21	i	43	-9	0.8	0	-10	0.3	-4	6	-1
COc1ccc2nc(SCC(=O)Nc3ccccc3C#N)[nH]c2c1	-33	15	-7	.	-1	-1	1.7	-3	-18	5
O=C(CNC(=O)Cc1ccccc1)NCC(=O)N1CCN(C(c2ccccc2)c2ccccc2)CC1	i	0	1	1.1	5	5	1.5	12	-11	1
O=C1CC(c2ccccc2)Cc2nc3ncnn3cc21 (stereo unspecified)	-0.4	6	-4	1.6	-1	-1	0.5	0	-18	-3
Cc1ccc(S(=O)(=O)Nc2cccc(C(=O)NCC(C)(C)N3CCOCC3)c2)cc1F	-1.4	.	3	0.9	1	.	0.6	-1	-15	-1
O=C(NC(=S)Nc1cccnc1)c1cccs1	-0.5	15	-1	0.7	14	3	-0.4	2	9	-6
COc1c(C)cc(C(=O)C2CCCN(Cc3cnc(N4CCOCC4)s3)C2)cc1C (stereo unspecified)	-0.5	19	7	-0.3	6	-2	-0.6	.	0	-10
C/C(=C\C(=O)c1ccncc1)Nc1ccccc1O	0.6	2	-10	.	-13	-1	-1.7	0	.	-2
CC(=O)NC(CC(=O)Nc1cccc(S(=O)(=O)N2CCCC2)c1)c1ccccc1 (stereo unspecified)	5.3	14	-4	1.3	-8	-1	0.1	3	-4	3
O=C(c1ccc(S(=O)(=O)N2CCCC2)cc1)N1CCN(S(=O)(=O)c2cccc(F)c2)CC1	-0.5	-35	.	2.8	-3	7	-1.8	3	-8	-8
CC1c2cc3c(cc2CCN1CC(=O)Nc1ccc(S(=O)(=O)N2CCCC2)cc1)OCCCO3 (stereo unspecified)	-0.2	21	-7	0.7	27	7	4.6	4	13	-6
Cc1cccc(/C=N/N2CCN(c3ccccc3)CC2)c1	-2.4	-1	-8	.	-3	1	5.7	-9	.	-9
Cc1sc2nc3ccc(N4CCCCC4)nn3c(=O)c2c1C	0.6	14	-3	.	7	-1	-0.3	5	-14	-1
COc1ccccc1OCc1cc(C(=O)N2CCN(C)C(c3ccccc3)C2)no1 (stereo unspecified)	0.5	19	-1	-3.2	25	3	-0.6	-1	1	1
C/C=C/C(=O)OCC(=O)Nc1ccccc1Br	-0.4	16	-1	-3.7	3	4	-0.3	-5	-2	5
Cc1ccc(S(=O)(=O)NNC(=O)C(O)(c2ccccc2C)c2ccccc2C)cc1	-0.5	-3	10	-0.4	5	1	1.9	2	-3	-4
COc1cccc(C(C)(O)c2nc(-c3cccc(C(C)C)c3)cs2)c1 (stereo unspecified)	-0.2	.	.	0.7	17	.	.	1	.	.
Cc1cc(=O)oc2c3c(cc(OCC(=O)N4CCC[C@H]4C(=O)O)c12)OC(C)(C)CC3	-0.4	21	1	-2.1	2	3	-0.5	-5	5	10

Only part of the results is shown; rates above refer to the full screens.
